Screening data as filed in PubChem BioAssay.
Pol eta inh = qHTS for Inhibitors of Polymerase Eta. DNA polymerase eta (Homo sapiens), Q9Y253. recombinant Pol eta, fluorescent DNA replication assay. Potency, µM (series often up to 114 µM), without a hit: at the top dose activity change, negative = inhibition, most hits filed as inhibitors. actives 1.2% (n = 390,000); further: on the % scale 0 is the no-effect control and ±100 the full control effect
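Pol eta (10 nM) was preincubated with compounds for 15 min at room temperature, after which fluorescent replication substrate (50 nM final) was added to start the reaction. Fluorescence was read kinetically at 0 and 10 min.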
Pol kappa inh = qHTS for Inhibitors of Polymerase Kappa | Potency, µM (highest dose often 107 µM), for inactives: at the highest dose activity, negative = inhibition, hits mostly inhibitors | actives 0.53% (n = 400,000) | purified Pol kappa, fluorescent DNA synthesis assay, 10 min | AID 588579, 2011 | DNA polymerase kappa (Homo sapiens), Q9UBT6; further: on the % scale 0 is the no-effect control and ±100 the full control effect
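10 nM Pol kappa was preincubated with compounds for 15 min at room temperature. Reaction started with 50 nM (final) substrate. Fluorescence read kinetically at 0 and 10 min.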
G9a block = qHTS Assay for Inhibitors of Histone Lysine Methyltransferase G9a; Histone-lysine N-methyltransferase EHMT2 (Homo sapiens), Q96KQ7; G9a H3K9 monomethylation, AlphaScreen, 2 h; Potency, µM (titrated, usually from 102 µM), without a hit: top-dose activity, negative = inhibition, hits mostly inhibitors; actives 8.8% (n = 350,000); AID 504332, 2011; further: on the % scale 0 is the no-effect control and ±100 the full control effect; nearly all actives have a fitted effect of over 75% in size
Target sequence (Q96KQ7 913-1193 limits assumed): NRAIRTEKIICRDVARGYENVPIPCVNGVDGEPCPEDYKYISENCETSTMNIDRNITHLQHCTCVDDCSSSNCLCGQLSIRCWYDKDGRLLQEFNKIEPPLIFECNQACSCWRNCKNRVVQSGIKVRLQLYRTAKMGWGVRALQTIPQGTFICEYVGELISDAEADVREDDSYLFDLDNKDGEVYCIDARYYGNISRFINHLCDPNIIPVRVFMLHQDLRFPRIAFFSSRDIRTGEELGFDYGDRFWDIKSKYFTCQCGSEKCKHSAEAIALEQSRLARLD
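AlphaScreen detection with an anti-monomethyl H3K9 antibody quantified product after a 2 h room-temperature reaction containing 500 nM biotinylated H3K9 peptide, 20 µM SAM and 20 nM enzyme, which had been preincubated 15 min with compound.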
Apoferritin bind = qHTS Assay for Identification of Novel General Anesthetics | actives 0.074% (n = 350,000) | Ferritin light chain (Equus caballus), P02791 | Potency, µM (doses to about 77.5 µM), for the others: at the top dose activity change, negative = displacement, most hits filed as inhibitors | apoferritin/1-aminoanthracene competitive binding, fluorescence; further: on the % scale 0 is the no-effect control and ±100 the full control effect; nearly all actives have a fitted effect of over 20% in size
Target sequence (P02791 2-175 limits assumed): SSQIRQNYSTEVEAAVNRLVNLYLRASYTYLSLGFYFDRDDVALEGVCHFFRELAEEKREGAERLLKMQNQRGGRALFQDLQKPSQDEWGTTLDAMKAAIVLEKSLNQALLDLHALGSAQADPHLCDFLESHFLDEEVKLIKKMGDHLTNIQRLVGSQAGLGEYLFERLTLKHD
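10 uM apoferritin + 50% sat. 1-AMA, PBS; cpd 10 min RT; Ex380/Em535 endpoint; normalized to free probe vs complex; 4-param Hill fit; propofol titration as pos. ctrl.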
APE1 inh = qHTS Assay for Inhibitors of the Human Apurinic/apyrimidinic Endonuclease 1 (APE1). Potency, µM (top dose mostly 65.8 µM), without a hit: at the highest dose activity change, negative = inhibition, actives largely listed as inhibitors. recombinant APE1, TAMRA/BHQ-2 abasic DNA cleavage fluorescence. DNA repair nuclease/redox regulator APEX1 (Homo sapiens), P27695. actives 0.35% (n = 350,000);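 further: plate controls were vehicle for no effect and reference inhibitor for full effect; nearly all actives have a fitted effect of over 55% in size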
Target sequence (P27695 whole entry, looked up): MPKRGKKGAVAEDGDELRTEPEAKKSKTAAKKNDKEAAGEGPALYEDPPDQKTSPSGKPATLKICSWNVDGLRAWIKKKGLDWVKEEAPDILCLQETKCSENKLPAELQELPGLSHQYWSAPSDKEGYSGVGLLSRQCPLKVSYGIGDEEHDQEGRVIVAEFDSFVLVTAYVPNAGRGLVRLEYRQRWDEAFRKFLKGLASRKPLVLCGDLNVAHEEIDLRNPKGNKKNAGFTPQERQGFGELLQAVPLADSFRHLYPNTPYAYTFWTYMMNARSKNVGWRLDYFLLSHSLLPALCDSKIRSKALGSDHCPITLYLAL
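Quantitative HTS: incision of a TAMRA/BHQ-2 double-stranded substrate bearing a tetrahydrofuran abasic site by 0.75 nM APE1 raises fluorescence. Substrate 50 nM final, added after 15 min compound preincubation at room temperature; progress as third-minus-first kinetic read difference.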
Pol iota inh = qHTS for Inhibitors of Polymerase Iota. DNA polymerase iota (Homo sapiens), Q9UNA4. Pol iota fluorescent replication assay, 10 min. Potency, µM (highest dose often 115 µM), for inactives: at the top dose activity, negative = inhibition, actives largely listed as inhibitors. actives 1% (n = 390,000). AID 588590, 2011
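Pol iota at 10 nM preincubated 15 min with compounds at room temperature; reaction started with fluorescent substrate, 50 nM final. Fluorescence read kinetically at 0 and 10 min; buffer-only wells as negative control.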
POLB inh = qHTS Assay for Inhibitors of DNA Polymerase Beta; actives 1.3% (n = 340,000); Potency, µM (top dose mostly 114 µM), for inactives: at the highest dose activity change, negative = inhibition, most hits filed as inhibitors; P06746; AID 485314, 2010; Pol beta primer extension/strand displacement, fluorescence kinetic; further: on the % scale 0 is the no-effect control and ±100 the full control effect
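Pol beta (10 nM) and compounds were preincubated 15 min at room temperature, then 50 nM substrate (final) started primer extension/strand displacement. Reads were taken at 0 and 10 min; concentration-response data were fitted to a four-parameter Hill equation.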
BAZ2B inh = qHTS Assay for Inhibitors of BAZ2B; AlphaScreen BAZ2B-H3K14Ac peptide displacement; Potency, µM (doses to about 114 µM), without a hit: at the highest dose activity change, negative = inhibition, hits mostly inhibitors; Bromodomain adjacent to zinc finger domain protein 2B (Homo sapiens), Q9UIF8; actives 4.4% (n = 360,000); further: on the % scale 0 is the no-effect control and ±100 the full control effect; nearly all actives have a fitted effect of over 60% in size
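BAZ2B 50 nM plus b-H3(5-23)K14Ac 50 nM, PBS pH 7.4/0.01% Tween-20, 30 min RT; compound added (max 110 uM), 30 min RT; streptavidin donor/Ni-chelate acceptor beads 10 ug/mL final, 20 min dark; AlphaScreen read.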
BLM helicase inh = qHTS Assay for Inhibitors of Bloom's syndrome helicase (BLM) | RecQ-like DNA helicase BLM (Homo sapiens), P54132 | recombinant BLM DNA unwinding, fluorescence dequenching | Potency, µM (highest dose often 56.1 µM), without a hit: at the highest dose activity change, negative = inhibition, usual class: inhibitors | actives 0.2% (n = 350,000);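 further: plate controls were vehicle for no effect and no enzyme for full effect; nearly all actives have a fitted effect of over 35% in size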
An asterisk follows results filed as active; [ ] = dose if it differs, or a comment. The call rests on the fitted dose curve; in most records, active means well fitted curve in the direction sought with a large enough effect; inconclusive means small, poorly fitted or top-dose-only effect, or another doubt; inactive means no such curve, though single readings can be large; an effect the other way counts as inactive or inconclusive. Potency means the concentration at half of the fitted maximal effect. These rows are one share of the data, so the mix of outcomes need not match the whole.

Screening Cc1c(NC(=S)N/N=C/c2cc([N+](=O)[O-])ccc2O)c(=O)n(-c2ccccc2)n1C returned Pol eta inh -20%, Pol kappa inh 2%, G9a block 56µM*, Apoferritin bind -2%, APE1 inh 0%, Pol iota inh -28%, POLB inh -7%, BAZ2B inh 5.6µM* and BLM helicase inh -21%.
C=CCN(CC=C)S(=O)(=O)c1ccc(C(=O)Nc2nnc(COC)o2)cc1 was read as Pol eta inh -5%, Pol kappa inh -5%, G9a block 23%[12.7 µM], Apoferritin bind -7%, APE1 inh -1%, Pol iota inh -1%, POLB inh -15%, BAZ2B inh inconclusive and BLM helicase inh -5%.
For COc1ccc(NC(=O)C(=O)c2cc(C)n(-c3ccc(C)cc3)c2C)cc1Cl the results were Pol eta inh -11%, Pol kappa inh -6%, G9a block -2%[59 µM], Apoferritin bind -15%, Pol iota inh 0%, POLB inh 15%, BAZ2B inh -11% and BLM helicase inh -9%.
Screening C#CCOC(=O)c1ccc(-n2cncn2)nc1 returned Pol eta inh 5%, Pol kappa inh 2%, G9a block -14%, Apoferritin bind -2%, APE1 inh 16%, Pol iota inh 9%, POLB inh 4%, BAZ2B inh -5% and BLM helicase inh -3%.
Screening Cc1cccc(N(CC(=O)N2CCCC2)S(=O)(=O)c2ccccc2)c1 returned Pol eta inh -9%, Pol kappa inh 6%, G9a block 4%, Apoferritin bind -21%, APE1 inh 0%, Pol iota inh 11%, POLB inh -1%, BAZ2B inh 6% and BLM helicase inh 2%.
For Cc1ccc(C)c(N2CCN(S(=O)(=O)c3ccc(F)c(C(=O)Nc4ccc(Cl)cc4Cl)c3)CC2)c1 the results were Pol eta inh 3%, Pol kappa inh -4%[60.1 µM], G9a block 5%[59 µM], Apoferritin bind -9%, Pol iota inh 8%, POLB inh -2%, BAZ2B inh 1% and BLM helicase inh -7%.
Screening COCCN(C(=O)COC(=O)c1cccs1)c1c(N)n(Cc2ccccc2)c(=O)[nH]c1=O returned Pol eta inh 3%, Pol kappa inh 6%, G9a block 5%, Apoferritin bind -4%, APE1 inh -9%, Pol iota inh 18%, POLB inh 4%, BAZ2B inh -3% and BLM helicase inh -3%.
Screening O=C(Cn1c(=O)nc(-c2ccccc2)c2ccccc21)NCc1ccc(F)cc1 returned Pol eta inh -17%, Pol kappa inh -8%[60.1 µM], G9a block 8%[59 µM], Apoferritin bind 31%[activator], Pol iota inh 19%, POLB inh 4%, BAZ2B inh -1% and BLM helicase inh 0%.
Screening COc1ccc(N(CC(=O)N2CCN(c3ccccc3)CC2)S(=O)(=O)c2ccc(C)cc2)cc1 returned Pol eta inh -13%, Pol kappa inh -17%, G9a block 8%, Apoferritin bind -13%, APE1 inh -10%, Pol iota inh 17%, POLB inh 4%, BAZ2B inh 0% and BLM helicase inh -10%.
Screening CC12CCC(=O)N1C(C(=O)Nc1cccc(S(=O)(=O)N3CCCCCC3)c1)CS2 (configuration not stated) returned Pol eta inh -4%, Pol kappa inh -13%, G9a block -9%[0.501 µM], APE1 inh -6%, Pol iota inh 34%[activator] and BAZ2B inh 15%.
For O=C(NCc1ccccc1)c1ccc(CS(=O)(=O)c2ccc(Br)cc2)o1 the results were Pol eta inh -13%, Pol kappa inh -1%, G9a block 22%, Apoferritin bind -5%, APE1 inh 28%, Pol iota inh 62%, POLB inh 6%, BAZ2B inh -13% and BLM helicase inh 1%.
O=[N+]([O-])c1ccccc1S(=O)(=O)n1nnc2ccccc21 was read as Pol eta inh -17%, Pol kappa inh 0%, G9a block inconclusive, Apoferritin bind 17%, APE1 inh 4%, Pol iota inh 3%, POLB inh -14%, BAZ2B inh -32% and BLM helicase inh 3%.
`O=C(COc1ccc(S(=O)(=O)NC2CCCCC2)cc1)NCCC1=CCCCC1` gave Pol eta inh -15%, Pol kappa inh -6%, G9a block 21%[59 µM], Apoferritin bind 2%, APE1 inh -2%, Pol iota inh 12%, POLB inh 1%, BAZ2B inh -1% and BLM helicase inh -10%.
Screening CCC(Oc1ccccc1)C(=O)N1CC(C)CC(C)C1 (configuration not stated) returned Pol eta inh -1%, Pol kappa inh -11%, G9a block 7%, Apoferritin bind -19%, APE1 inh 3%, Pol iota inh 11%, POLB inh 29%, BAZ2B inh 7% and BLM helicase inh -4%.
For CCOC(=O)C1(Cc2cccc(Cl)c2)CCCN(C(=O)c2cccnc2)C1 (configuration not stated) the results were Pol eta inh -18%, Pol kappa inh 5%, Apoferritin bind -3%, APE1 inh 20%, Pol iota inh 34%[activator], POLB inh -2%, BAZ2B inh -4% and BLM helicase inh -7%.
CCC(=O)Nc1ccc(S(=O)(=O)Nc2ccc(Cl)nn2)cc1 was read as Pol eta inh 9%, Pol kappa inh 14%, G9a block 7%[59 µM], Apoferritin bind -1%, APE1 inh -1%, Pol iota inh 23%, POLB inh -20%, BAZ2B inh inconclusive and BLM helicase inh -2%.
COc1ccc(C(=O)Cn2c(C)nc([N+](=O)[O-])c2Br)cc1 was read as Pol eta inh -10%, Pol kappa inh -6%, G9a block 8%, Apoferritin bind 4%, APE1 inh 1%, Pol iota inh -25%[58.9 µM], POLB inh 7%, BAZ2B inh 0% and BLM helicase inh 1%.
Screening O=C1c2ccccc2C(=O)N1Cc1ccccc1F returned Pol eta inh -15%, Pol kappa inh 7%, G9a block 19%, Apoferritin bind -21%, APE1 inh -13%, Pol iota inh 9%, POLB inh 12%, BAZ2B inh 23% and BLM helicase inh 3%.
For C#CCOCCOCCOCCNc1nc(N2CCN(C(=O)[C@H](CCCCN)n3cc([C@@H](N)CC(C)C)nn3)CC2)nc(N2CCN(C(=O)[C@H](CCCCN)n3cc([C@@H](N)CC(C)C)nn3)CC2)n1 the results were Pol eta inh -4%, Pol kappa inh 15%, G9a block inconclusive, Apoferritin bind -2%, APE1 inh -4%, Pol iota inh -13%, POLB inh 23%, BAZ2B inh inconclusive and BLM helicase inh 52%[activator].
`COc1ccc(OC)c(NC(=O)Cc2c(C(=O)O)[nH]c3ccc(Cl)cc23)c1` gave Pol eta inh 0%, Pol kappa inh -16%, G9a block -33%[59 µM], Apoferritin bind 3%, Pol iota inh -21%, POLB inh -1%, BAZ2B inh -32% and BLM helicase inh 6%.
O=C(O)c1nc(N2CCCCC2)ncc1Cl was read as Pol eta inh -12%, Pol kappa inh 2%, G9a block -41%, Apoferritin bind -1%, APE1 inh 12%, Pol iota inh 2%, POLB inh 19%, BAZ2B inh 3% and BLM helicase inh 0%.
`Clc1ccc(CNc2ccc(CNc3ncn[nH]3)cc2)cc1` gave Pol eta inh -20%, Pol kappa inh 1%, G9a block -16%[59 µM], Apoferritin bind inconclusive, APE1 inh -2%, Pol iota inh 7%, POLB inh inconclusive, BAZ2B inh inconclusive and BLM helicase inh 1%.
For COc1ccc(NC(=O)N(C)C[C@H]2Oc3ccc(NS(=O)(=O)c4c(C)noc4C)cc3C(=O)N([C@H](C)CO)C[C@@H]2C)cc1 the results were Pol eta inh -16%, Pol kappa inh -26%, APE1 inh 2% and Pol iota inh -23%.
COC(C(=O)Nc1ccnn1C1CCN(Cc2ccc(CO)o2)CC1)c1ccccc1 (configuration not stated) was read as Pol eta inh 0%, Pol kappa inh -17%, Apoferritin bind -5%, APE1 inh 9%, Pol iota inh 22%, POLB inh 26%, BAZ2B inh -2% and BLM helicase inh -6%.
`Clc1ccc(/C=N/Nc2ncnc3nc[nH]c23)cc1` gave Pol eta inh 4%, Pol kappa inh -20%, G9a block 10%, Apoferritin bind -21%, APE1 inh -8%, Pol iota inh -9%, POLB inh -19%, BAZ2B inh -17% and BLM helicase inh -2%.
Cc1nc(SCC(=O)N2CCOCC2)c2c(=O)n(C)c(=O)n(C)c2n1 was read as Pol eta inh -16%, Pol kappa inh -7%, G9a block inconclusive, Apoferritin bind -11%, APE1 inh 20%, Pol iota inh 52%[activator], POLB inh 2%, BAZ2B inh inconclusive and BLM helicase inh -2%.
For Cc1ccccc1NP(=O)(c1ccccc1)c1nc2ccccc2s1 (configuration not stated) the results were Pol eta inh -9%, Pol kappa inh 3%, G9a block inconclusive, Apoferritin bind -11%, APE1 inh -10%, Pol iota inh 76%[activator], POLB inh -1%, BAZ2B inh -16% and BLM helicase inh -7%.
`Cc1ccc(C(=O)CN2C(=O)C(=O)N(Cc3ccccc3)C2=O)cc1` gave Pol eta inh -4%, Pol kappa inh 0%, G9a block inconclusive, Apoferritin bind 0%, APE1 inh 0%, Pol iota inh 4%, POLB inh 12%, BAZ2B inh -14% and BLM helicase inh 0%.
Screening COc1cc(-n2c(C)nc3cc(C(=O)NCc4ccco4)ccc32)cc(OC)c1OC returned Pol eta inh -2%, Pol kappa inh -8%, G9a block 31%[0.501 µM], Apoferritin bind -8%, APE1 inh -2%, Pol iota inh 7%, POLB inh 16%, BAZ2B inh 56µM* and BLM helicase inh 2%.
Screening CCCCCCC1CC(CSc2ncn[nH]2)OC1=O (configuration not stated) returned Pol eta inh -8%, Pol kappa inh -11%, G9a block 6%[59 µM], Apoferritin bind -21%, APE1 inh -1%, Pol iota inh -7%, POLB inh 0%, BAZ2B inh 1% and BLM helicase inh 4%.
